# T cruzi growth = T. cruzi proliferation inhibition | inhibition, % at 8.34 µM | 77,000 compounds, 5.9% hits | AID 624255 | T. cruzi beta-gal in NIH3T3, GalScreen luminescence, 90 h;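 active means mean inhibition above about 93%, with at least 55% of replicates each passing it, limit read from the data, passing the limit was not always enough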
# GASC1 inh = KDM4C (human) demethylase inhibition | GST-KDM4C 2-372, H3K9me3 peptide, LANCE TR-FRET | inhibition, % at 12.5 µM | 96,000 compounds, 0.15% hits | AID 720574;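 active means mean replicate inhibition above about 25%, with at least 55% of replicates also reaching it, limit read from the data, passing the limit was not always enough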
# Target sequence (Q9H3R0 2-372 limits assumed): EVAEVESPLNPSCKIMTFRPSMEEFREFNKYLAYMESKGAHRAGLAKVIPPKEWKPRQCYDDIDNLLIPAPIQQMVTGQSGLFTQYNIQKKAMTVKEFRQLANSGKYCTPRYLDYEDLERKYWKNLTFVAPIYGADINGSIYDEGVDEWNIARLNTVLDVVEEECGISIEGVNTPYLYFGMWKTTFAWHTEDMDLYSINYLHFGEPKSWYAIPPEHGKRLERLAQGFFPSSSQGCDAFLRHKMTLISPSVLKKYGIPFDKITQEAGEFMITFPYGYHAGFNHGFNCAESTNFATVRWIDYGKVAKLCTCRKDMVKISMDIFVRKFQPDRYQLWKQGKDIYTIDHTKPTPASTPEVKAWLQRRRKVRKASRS
#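 Assay system: GST-GASC-1 enzyme fragment 2-372 | Amount: 10 nM enzyme | Medium: HEPES buffer, pH 7.5, plus ascorbate | Reagent: H3K9me3 peptide substrate, Fe(II), 2-oxoglutarate | Doses: Single-point compound screen | Incubation: 30 min demethylation and 1 h detection at room temperature | Measured by: LANCE TR-FRET, excitation 340 nm, emissions 618 and 671 nm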
# C diff HTS = blocks growth of Clostridium difficile; AID 1259249; Clostridium difficile clinical isolate growth, OD600, 24 h; hits give low values; 86,000 compounds, 0.25% hits; growth activity, negative = inhibition, % at 16 µg/mL (by protocol);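 active means mean growth activity at or below -80% and every replicate also at or below -80%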;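 further: 0% = DMSO wells and -100% = levofloxacin 16 µg/mL wells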
# Pf Dd2 inh = blocks growth of Plasmodium falciparum Dd2 parasites; activity change, % at 10 µM; 94,000 compounds, 2.3% hits; P. falciparum Dd2 growth, SYBR Green, 72 h; hits give low values; in the data active means activity change below about -80%
# * hit, by the source's call; / = no result given; & = joins results of further samples.
compound | T cruzi growth | GASC1 inh | C diff HTS | Pf Dd2 inh
C[C@@H]1CCCCO[C@H](CN(C)C(=O)CCCN(C)C)[C@H](C)CN([C@H](C)CO)C(=O)c2cc(NC(=O)CCC(F)(F)F)ccc2O1 | 17 | 3.1 | -4 | 36
C[C@@H]1CN([C@@H](C)CO)C(=O)CCCn2cc(nn2)CO[C@@H]1CN(C)C(=O)Nc1ccc(N2CCN(C)CC2)cc1 | -15 | 2.2 | / | 10
CN(C)CC#Cc1ccc([C@H]2[C@@H](CO)N3CCCCN(C(=O)C4CCC4)C[C@@H]23)cc1 | 49 | 2.3 | -8 | 0
COc1cccc(-c2ccc3c(c2)[C@@H]2[C@@H](CCN2S(=O)(=O)C2=NC(C)C=N2)[C@H](CO)N3C)c1 (stereo partly drawn) | -7 | -0.8 | 5 | -12
COc1ccc(S(=O)(=O)Nc2ccc3c(c2)C(=O)N([C@H](C)CO)C[C@H](C)[C@H](CN(C)C(=O)Nc2ccc(C(F)(F)F)cc2)O3)cc1 | 81 | 0.2 | -11 | -17
C[C@@H]1CN([C@H](C)CO)C(=O)c2cc(NS(=O)(=O)c3cccs3)ccc2O[C@@H]1CN(C)Cc1ccccc1 | 3 | -0.8 | -1 | 24
O=C(C1CC1)N1CC(=O)N2[C@H](C1)[C@H](c1ccc(C#CC3CCCC3)cc1)[C@@H]2CO | / | -0.4 | -24 | -18
CO[C@@H]1CN(C)C(=O)c2ccc(NC(=O)c3nc4ccccc4s3)cc2OC[C@@H](C)NC[C@H]1C | 68 | -0.3 | / | -24
Cc1ccc(S(=O)(=O)N(C)C[C@H]2Oc3c(NC(=O)C4CC4)cccc3C(=O)N([C@@H](C)CO)C[C@H]2C)cc1 | -15 | 1.1 | 0 | -23
CCCN(C)C[C@H]1OCCCC[C@@H](C)Oc2ccc(NS(=O)(=O)c3cn(C)cn3)cc2C(=O)N([C@@H](C)CO)C[C@@H]1C | 19 | 0.0 | 4 | 19
COc1ccc(S(=O)(=O)N(C)C[C@@H]2Oc3ccc(NC(=O)Nc4c(C)noc4C)cc3CC(=O)N([C@@H](C)CO)C[C@H]2C)cc1 | -6 | -0.2 | -2 | 30
CCCNC(=O)Nc1ccc2c(c1)C(=O)N(C)C[C@H](OC)[C@H](C)CN(C(=O)c1ccccc1F)[C@H](C)CO2 | 14 | 0.4 | / | -1
Cc1noc(C)c1NC(=O)N(C)C[C@H]1OCCCC[C@H](C)Oc2ccc(NC(=O)C3CCCCC3)cc2C(=O)N([C@H](C)CO)C[C@@H]1C | 10 | -0.5 | -3 | 14
C[C@@H]1CN([C@H](C)CO)C(=O)CCCn2cc(nn2)CO[C@H]1CN(C)S(=O)(=O)c1cccs1 | -5 | 0.0 | / | 12
CC(C)CC#Cc1ccc([C@@H]2[C@@H](CO)N3CCCCN(S(=O)(=O)c4ccc(F)cc4)C[C@@H]23)cc1 | 105* | -0.9 | 1 | -2
Cc1noc(C)c1NC(=O)N(C)C[C@H]1Oc2c(NS(C)(=O)=O)cccc2C(=O)N([C@H](C)CO)C[C@H]1C | 46 | 1.2 | -1 | 5
C[C@H]1CN([C@@H](C)CO)C(=O)c2cccc(NC(=O)Nc3cccc4ccccc34)c2O[C@H]1CN(C)CC1CC1 | / | 0.3 | -1 | -1
O=C(C[C@H]1C[C@@H]2c3cc(NS(=O)(=O)c4ccc(F)cc4)ccc3O[C@@H]2[C@H](CO)O1)N1CCCCC1 | / | -0.6 | -3 | -12
CO[C@H]1CN(C)C(=O)c2cc(NC(=O)NC3CCCCC3)ccc2OC[C@@H](C)N(CC2CCOCC2)C[C@H]1C | / | 0.5 | / | -19
O=C(C[C@@H]1C[C@@H]2c3cc(NC(=O)C4CCC4)ccc3O[C@@H]2[C@H](CO)O1)NCC1CC1 | -6 | -1.6 | 0 | 3
C[C@H](CO)N1C[C@H](C)[C@H](CN(C)C(=O)NC2CCCCC2)Oc2ccc(NC(=O)CCCN(C)C)cc2C1=O | -15 | 1.3 | -1 | -14
CC(C)NC(=O)N(C)C[C@@H]1OCCCC[C@@H](C)Oc2ccc(NC(=O)c3ccncc3)cc2C(=O)N([C@@H](C)CO)C[C@H]1C | 80 | 0.5 | 1 | -48
CN(C)C(=O)c1cccc(-c2ccc(C3[C@H]4CNC[C@@H]3N4CC3CCCCC3)cc2)c1 (stereo partly drawn) | / | 9.3&1.0 | -6&6 | -27&2
Cn1cnc(S(=O)(=O)N2CCCCN3[C@H](CO)[C@H](c4ccc(C#CC5CC5)cc4)[C@H]3C2)c1 | 14 | / | / | 16
CN(C)C(=O)C[C@@H]1CC[C@H](NC(=O)NC2CCCC2)[C@@H](CO)O1 | 34 | -2.0 | / | -7
COc1ccc(CN(C)C[C@@H]2Oc3ccc(NC(=O)Nc4ccc5c(c4)OCO5)cc3C(=O)N([C@@H](C)CO)C[C@H]2C)cc1 | -30 | 1.9 | -1 | -3
N#Cc1ccc(-c2ccc3c(c2)[C@@H]2[C@@H](CCN2S(=O)(=O)c2cccc(F)c2)[C@@H](CO)N3)cc1 | 40 | 0.8 | -2 | 20
C[C@H]1CN([C@@H](C)CO)C(=O)c2cccc(NC(=O)c3ccc(-c4nccs4)cc3)c2O[C@@H]1CN(C)C(=O)NC1CCCCC1 | 26 | -0.7 | / | -26
C[C@@H]1CN([C@H](C)CO)C(=O)c2cc(NC(=O)CCC(F)(F)F)ccc2O[C@@H]1CN(C)Cc1ccc(C(=O)Nc2ccccc2N)cc1 | 70 | -0.6 | / | -65
COc1ccccc1CNC(=O)C[C@@H]1CC[C@H]2[C@@H](COC[C@@H](O)CN2Cc2ccccc2)O1 | / | -0.5 | 2&-3 | 3
Cc1cccc(CN(C)C[C@@H]2OCc3cn(nn3)CCCC(=O)N([C@@H](C)CO)C[C@@H]2C)c1 | 13 | 0.2 | -2 | -4
Cc1ccc(S(=O)(=O)N(C)C[C@H]2OCCCC[C@H](C)Oc3ccc(NC(=O)Nc4cccc5ccccc45)cc3C(=O)N([C@@H](C)CO)C[C@@H]2C)cc1 | / | -0.7 | -2 | -71
O=C(NCC[C@@H]1CC[C@H](NS(=O)(=O)c2ccc(Oc3ccccc3)cc2)[C@@H](CO)O1)C1CC1 | -36 | -0.7 | -11 | -4
CCC(=O)N1CC(=O)N2[C@H](C1)[C@@H](c1ccc(C#Cc3cccc(F)c3)cc1)[C@@H]2CO | / | -0.5 | -12 | -2
Cc1noc(C)c1S(=O)(=O)N(C)C[C@@H]1Oc2c(NS(=O)(=O)c3cccs3)cccc2C(=O)N([C@H](C)CO)C[C@@H]1C | / | -0.2 | 7 | -40
COc1ccc(NC(=O)Nc2ccc3c(c2)CC(=O)N([C@@H](C)CO)C[C@H](C)[C@@H](CN(C)Cc2ccc(Oc4ccccc4)cc2)O3)cc1 | 48 | -0.8 | 5 | -43
Cc1noc(C)c1C(=O)N(C)C[C@H]1OCc2ccccc2-c2ccccc2C(=O)N([C@@H](C)CO)C[C@@H]1C | 39 | -0.1 | 3 | 20
CCC(=O)N(C)C[C@H]1Oc2cc(C#C[C@@H](C)O)ccc2S(=O)(=O)N([C@H](C)CO)C[C@H]1C | 15 | 0.8 | -4 | 39
CC(C)NC(=O)Nc1ccc2c(c1)C(=O)N([C@@H](C)CO)C[C@@H](C)[C@@H](CN(C)C(=O)Nc1ccc3c(c1)OCO3)OCCCC[C@@H](C)O2 | -6 | 0.4 | 4 | -21
COc1cccc(NC(=O)C[C@@H]2CC[C@H]3[C@H](COc4ccc(NC(=O)C5CCCCC5)cc4C(=O)N3C)O2)c1 | 70 | 3.3 | 2 | -26
COc1cccc(-c2cnc3c(c2)C(=O)N([C@@H](C)CO)C[C@H](C)[C@@H](CN(C)Cc2ccc(C(=O)O)cc2)O3)c1 | / | 1.0 | -2 | -2
CN1CCN(C(=O)C[C@@H]2CC[C@H](NC(=O)Nc3ccccc3F)[C@@H](CO)O2)CC1 | -9 | 1.9 | -3 | 1
C[C@H]1CN([C@@H](C)CO)C(=O)c2cc(C#CC3CC3)cnc2O[C@H]1CN(C)S(C)(=O)=O | -42 | 1.7 | / | 15
C[C@@H]1CN([C@H](C)CO)S(=O)(=O)c2ccc(Br)cc2O[C@H]1CN(C)Cc1cncnc1 | 49 | 0.9 | 16 | -11
C[C@H](O)C#Cc1cnc2c(c1)C(=O)N([C@H](C)CO)C[C@@H](C)[C@@H](CN(C)C(=O)c1ccc(F)cc1)O2 | / | -0.1 | -1 | 37
COc1ccc(NC(=O)Nc2cccc3c2O[C@@H](CN(C)C(=O)Nc2ccc4c(c2)OCO4)[C@H](C)CN([C@H](C)CO)C3=O)cc1 | -16 | 0.2 | / | -16
CCC(=O)N1[C@H](CO)[C@H](c2ccccc2)C12CN(C(=O)CN1CCOCC1)C2 | / | -0.6 | -6 | -9
CN1CCN(C(=O)C[C@@H]2CC[C@H]3[C@H](COc4ccc(NC(=O)C5CCOCC5)cc4C(=O)N3C)O2)CC1 | 2 | 1.8 | -5 | /
CO[C@@H]1CN(C)C(=O)c2ccc(NS(C)(=O)=O)cc2OC[C@@H](C)N(C(=O)NC(C)C)C[C@H]1C | 14 | 0.7 | / | 0
CCCC(O)C#Cc1cnc2c(c1)C(=O)N([C@H](C)CO)C[C@H](C)[C@H](CN(C)C(=O)Nc1ccccc1)O2 (stereo partly drawn) | 25 | 1.3 | 0 | -2
CCC(=O)N(C)C[C@@H]1Oc2cc(C#Cc3ccncc3)ccc2S(=O)(=O)N([C@H](C)CO)C[C@@H]1C | 52 | -1.4 | 6 | 2
CO[C@@H]1CN(C)C(=O)c2cc(NC(=O)Nc3ccc4c(c3)OCO4)ccc2OC[C@@H](C)N(C)C[C@H]1C | / | 5.9 | / | -28
Cc1ccc(S(=O)(=O)N(C)C[C@H]2OCCCC[C@@H](C)Oc3ccc(NC(=O)c4ccccc4)cc3C(=O)N([C@H](C)CO)C[C@@H]2C)cc1 | 44 | -1.0 | / | -63
COc1ccc(C#Cc2ccc3c(c2)O[C@H](CN(C)C(=O)c2ccccn2)[C@H](C)CN([C@H](C)CO)S3(=O)=O)cc1 | / | -4.0 | 3 | -43
N#C[C@H]1[C@@H](c2ccccc2)[C@H](CO)N1S(=O)(=O)c1cccc(F)c1 | -11 | 0.8 | 5 | 0
C[C@@H]1CN([C@H](C)CO)C(=O)c2cc(NC(=O)Nc3ccc(C(F)(F)F)cc3)ccc2O[C@@H]1CN(C)S(=O)(=O)c1ccc(Cl)cc1 | 56 | -1.5 | 17 | 1
C[C@@H]1CN([C@H](C)CO)C(=O)c2cc(NC(=O)Nc3ccccc3)ccc2O[C@@H](C)CCCCO[C@H]1CN(C)S(C)(=O)=O | 47 | 0.5 | 4 | 9
C[C@H](CO)N1C[C@H](C)[C@@H](CN(C)Cc2ccccc2)Oc2ccc(NC(=O)c3ccncc3)cc2CC1=O | 68 | -0.1 | 0 | 8
C[C@@H]1CN([C@@H](C)CO)C(=O)c2cccc(NC(=O)c3ccc(-c4nccs4)cc3)c2O[C@H]1CN(C)Cc1ccc(C(=O)Nc2ccccc2N)cc1 | 82 | -0.7 | 1 | -93*
CC(C)C#Cc1ccc([C@@H]2[C@@H](C#N)N(C(=O)c3ccccn3)[C@H]2CO)cc1 | 95 | -1.0 | -9 | -39
C[C@@H]1CN([C@H](C)CO)C(=O)c2cc(C3=CCCC3)cnc2O[C@H]1CN(C)Cc1ccccc1 | -23 | 11 | 6 | -32
C[C@@H]1CCCCO[C@@H](CN(C)S(C)(=O)=O)[C@H](C)CN([C@@H](C)CO)C(=O)c2cc(NC(=O)Nc3cccc4ccccc34)ccc2O1 | 24 | 1.1 | 6 | 25
C[C@H]1CN([C@@H](C)CO)C(=O)c2cccc(NC(=O)Nc3ccc(C(F)(F)F)cc3)c2O[C@@H]1CN(C)S(=O)(=O)c1cccs1 | 85 | 6.6 | -5 | -8

# Reprinted from the results shown (9 entries):
compound | T cruzi growth | GASC1 inh | C diff HTS | Pf Dd2 inh
CO[C@@H]1CN(C)C(=O)c2cc(NC(=O)Nc3ccc4c(c3)OCO4)ccc2OC[C@@H](C)N(C)C[C@H]1C | / | 5.9 | / | -28
Cc1ccc(S(=O)(=O)N(C)C[C@H]2OCCCC[C@@H](C)Oc3ccc(NC(=O)c4ccccc4)cc3C(=O)N([C@H](C)CO)C[C@@H]2C)cc1 | 44 | -1.0 | / | -63
COc1ccc(C#Cc2ccc3c(c2)O[C@H](CN(C)C(=O)c2ccccn2)[C@H](C)CN([C@H](C)CO)S3(=O)=O)cc1 | / | -4.0 | 3 | -43
N#C[C@H]1[C@@H](c2ccccc2)[C@H](CO)N1S(=O)(=O)c1cccc(F)c1 | -11 | 0.8 | 5 | 0
C[C@@H]1CN([C@H](C)CO)C(=O)c2cc(NC(=O)Nc3ccc(C(F)(F)F)cc3)ccc2O[C@@H]1CN(C)S(=O)(=O)c1ccc(Cl)cc1 | 56 | -1.5 | 17 | 1
C[C@@H]1CN([C@H](C)CO)C(=O)c2cc(NC(=O)Nc3ccccc3)ccc2O[C@@H](C)CCCCO[C@H]1CN(C)S(C)(=O)=O | 47 | 0.5 | 4 | 9
C[C@H](CO)N1C[C@H](C)[C@@H](CN(C)Cc2ccccc2)Oc2ccc(NC(=O)c3ccncc3)cc2CC1=O | 68 | -0.1 | 0 | 8
C[C@@H]1CN([C@@H](C)CO)C(=O)c2cccc(NC(=O)c3ccc(-c4nccs4)cc3)c2O[C@H]1CN(C)Cc1ccc(C(=O)Nc2ccccc2N)cc1 | 82 | -0.7 | 1 | -93*
CC(C)C#Cc1ccc([C@@H]2[C@@H](C#N)N(C(=O)c3ccccn3)[C@H]2CO)cc1 | 95 | -1.0 | -9 | -39
